Vif-A3G inh: Vif-A3G binding inhibition. 0.076% of 410,000 active. Potency, µM (doses to about 46.1 µM), inactives show at the top dose activity, negative = active, usual class: inhibitors. HeLa A3G-eYFP + Vif (tagged APOBEC3G with the HIV-1 protein that degrades it), YFP fluorescence, overnight;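 also: potency is read from the fitted curve at half-maximal effect; % is scaled to controls: 0 for no effect and ±100 for the full control effect; nearly all actives have a fitted effect of over 60% in size; hits raise eYFP signal because A3G escapes Vif-driven loss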
Target sequence (Q9HC16 whole entry, looked up): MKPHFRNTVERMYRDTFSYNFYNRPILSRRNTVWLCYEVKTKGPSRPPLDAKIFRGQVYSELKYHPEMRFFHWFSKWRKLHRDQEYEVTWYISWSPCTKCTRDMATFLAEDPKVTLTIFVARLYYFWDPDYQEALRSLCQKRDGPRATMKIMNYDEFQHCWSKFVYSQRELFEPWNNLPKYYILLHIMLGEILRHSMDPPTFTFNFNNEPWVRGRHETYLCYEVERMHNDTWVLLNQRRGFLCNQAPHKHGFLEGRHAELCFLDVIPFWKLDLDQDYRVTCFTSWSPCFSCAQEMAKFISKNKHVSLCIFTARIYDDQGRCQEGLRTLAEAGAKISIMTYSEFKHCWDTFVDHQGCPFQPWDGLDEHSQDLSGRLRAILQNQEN
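Read-out is eYFP fluorescence (Ex 488/Em 500-530) from Vif-expressing HeLa A3G-eYFP cells; more signal means A3G escaped Vif-mediated degradation. Cells plated overnight, compound pinned in, incubated overnight at 37 deg C.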
ERG Ets-DNA blk: inhibitors of human ERG Ets domain-DNA interaction; P11308; Potency, µM (series often up to 76.9 µM), for inactives: at the highest dose FP activity, negative = inhibition, usual class: inhibitors; 0.028% of 370,000 active; fluorescence polarization, His-ERG Ets domain / labelled DNA; active = well fitted inhibition curve with a large enough effect in the polarisation, with a control signal flat; inconclusive = small, poorly fitted or top-dose-only effect, or effect the other way, or a change in a side signal; inactive = no such curve, though single readings can be large or run the other way; the % refers to the polarisation;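 also: polarization taken with two DNA probes labelled with fluorescein and Texas red; potency is read from the fitted curve at half-maximal effect; % of control where 0% means no effect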
Target sequence (P11308 whole entry, looked up, the tested form may be a part): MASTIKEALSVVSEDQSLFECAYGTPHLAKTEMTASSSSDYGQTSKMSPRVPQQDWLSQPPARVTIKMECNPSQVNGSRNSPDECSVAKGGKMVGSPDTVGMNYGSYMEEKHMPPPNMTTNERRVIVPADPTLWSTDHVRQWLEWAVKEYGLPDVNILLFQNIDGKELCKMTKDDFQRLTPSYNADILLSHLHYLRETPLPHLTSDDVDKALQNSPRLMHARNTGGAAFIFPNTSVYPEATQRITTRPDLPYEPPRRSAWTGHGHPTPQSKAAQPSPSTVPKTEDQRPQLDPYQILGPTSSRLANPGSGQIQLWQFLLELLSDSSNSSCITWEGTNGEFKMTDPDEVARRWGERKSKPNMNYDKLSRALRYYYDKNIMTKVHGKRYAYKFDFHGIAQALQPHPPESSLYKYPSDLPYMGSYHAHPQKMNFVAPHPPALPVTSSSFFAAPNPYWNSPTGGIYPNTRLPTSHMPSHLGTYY
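His-tagged ERG Ets domain (1 uM in the protein solution; 300mM KCl, 50mM Tris-HCl, 1mM EDTA, 1mM DTT, pH 7.5) received compound, then a probe mix of 5 nM fluorescein-DNA and 100nM Texas-615-DNA. Fluorescence polarization was read for both dyes.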
Vif-APOBEC3F blk: inhibitors of Vif-A3F interaction; HeLa A3F-eYFP + Vif (tagged APOBEC3F with the HIV-1 protein that degrades it), YFP fluorescence increase; 0.2% of 390,000 active; Potency, µM (doses to about 46.1 µM), for the others: at the highest dose activity, negative = active; also: potency is read from the fitted curve at half-maximal effect; % of control where 0% means no effect; nearly all actives have a fitted effect of over 65% in size
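Fluorescence increase (Ex 488/Em 500-530) after overnight compound treatment at 37 deg C flags inhibition of Vif-driven A3F-eYFP loss in stable HeLa A3F-eYFP/Vif cells seeded overnight beforehand.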
ALOX12 inh: blocks human arachidonate 12S-lipoxygenase; purified 12hLO, xylenol orange hydroperoxide absorbance; Potency, µM (doses to about 108 µM), for inactives: at the highest dose activity change, negative = inhibition, most hits filed as inhibitors; 1.1% of 580,000 active; also: potency is read from the fitted curve at half-maximal effect; % is scaled to controls: 0 for no effect and ±100 for the full control effect
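Hydroperoxide product was detected by ferrous iron/xylenol orange as the 573 to 405 nm absorbance ratio. Arachidonic acid at 40 uM (final) was turned over for 30 min at room temperature by 150 nM human 12hLO, pH 7.0 Hepes buffer, after 15 min compound preincubation.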
LDHA block: inhibitors of human lactate dehydrogenase A; purified LDHA, NADH/diaphorase-resazurin fluorescence; active compounds read low; AID 1347041; P00338; 0.15% of 480,000 active; activity change, % (values are at about 110 or 230 µM); in the data active = activity change below about -30%; inconclusive = mostly about -25% to -30%;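 also: plate controls were DMSO wells for no effect and wells without enzyme for full effect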
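LDH5 2 nM; NADH 0.06 mM, pyruvate 0.2 mM; 200 mM Tris pH 7.4, EDTA, Tween-20; 5 min RT. Detection: diaphorase 0.133 mg/mL + resazurin 37 µM, fluorescence ex540/em590 at 0 and 20 min; normalized to enzyme-free and DMSO wells.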
D2 antag: antagonists of human D2 dopamine receptor. P14416. HEK293 TREx D2 cells, calcium flux, dopamine EC80. inhibition, % at 10 µM. 2% of 340,000 active; in the data active = inhibition above about 30%; also: 0% is about no effect
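Compounds are added to dye-loaded, induced HEK293 T-REx cells coupled to calcium release via D2; after a 3 min kinetic read an EC80 dopamine stimulus is given and fluorescence is recorded for 3 more min.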
GRP78 ERSR act: induces the endoplasmic reticulum stress response in human glioma cells; Potency, µM, for the others: at the top dose activation, usual class: activators; 0.02% of 420,000 active; U87-MG GRP78 promoter luciferase reporter, 16 h; also: potency is read from the fitted curve at half-maximal effect; series mostly up to about 76 µM; % of control where 0% means no effect; nearly all actives have a fitted effect of over 35% in size
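Stably transfected U87-MG glioma cells carrying a GRP78-based luciferase sensor; 16 h compound incubation. Luminescence end-point read 10 min after Bright-Glo addition at room temperature.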
D2 agonist: D2 dopamine receptor (human) agonism | P14416 | HEK293 T-REx D2 cells, calcium flux agonist mode | activation, % at 2 µM | 0.53% of 340,000 active;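 active = activation over 3 SD above normal in the single-dose calcium agonist read, cut at about 30% in these data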; also: 0% is about no effect
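Tetracycline-induced HEK293 Trex cells with D2 receptor force-coupled to calcium signaling, plated overnight at 30 C and loaded with no-wash calcium dye. Calcium flux read kinetically for 180 s after compound addition; responses flag agonists.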
RGS4 inhibitor: human RGS4 inhibition. Potency, µM (doses to about 114 µM), for the others: top-dose activity change, negative = inhibition, usual class: inhibitors. Transcreener GDP fluorescence polarization, RGS4-accelerated GTP hydrolysis. 0.039% of 390,000 active; also: potency is read from the fitted curve at half-maximal effect; % is scaled to controls: 0 for no effect and ±100 for the full control effect; nearly all actives have a fitted effect of over 75% in size; some results filed as inactive show a strong effect at the top dose
Target sequence (P49798 whole entry, looked up): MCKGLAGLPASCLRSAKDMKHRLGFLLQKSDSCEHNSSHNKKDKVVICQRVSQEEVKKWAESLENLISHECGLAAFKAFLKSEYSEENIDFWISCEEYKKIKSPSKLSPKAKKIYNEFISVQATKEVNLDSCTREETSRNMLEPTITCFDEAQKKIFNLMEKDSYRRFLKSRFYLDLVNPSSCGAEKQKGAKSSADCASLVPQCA
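MLSMR compounds (23 nl, pin-transferred) preincubated 10 min at room temperature with a 500nM (2x) first reagent, then RGS4 at 900nM (2x) plus Transcreener GDP mix added; fluorescence polarization (620/688 nm) read before and after 90 min at 30 °C.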
Numbers without * were called inactive; ? = inconclusive; . = not tested or not shown; & = joins results of further samples; [ ] = remark or other dose. Unless noted, calls follow the shape of the dose curve; as a rule, active = well fitted curve in the direction sought with a large enough effect; inconclusive = small, poorly fitted or top-dose-only effect, or another doubt; inactive = no such curve, though single readings can be large; an effect the other way counts as inactive or inconclusive. An excerpt; count on the stated rates, not on these rows.

SMILES	Vif-A3G inh	ERG Ets-DNA blk	Vif-APOBEC3F blk	ALOX12 inh	LDHA block	D2 antag	GRP78 ERSR act	D2 agonist	RGS4 inhibitor
CCOc1ccc(NC(=O)CC2CC(C)(C)OC2=O)cc1 (stereo not drawn)	-7%	0%	-3%	0%[57.4 µM]	2	-13	2%	-0.4	-2%[11.4 µM]
Fc1ccc(CNCc2cccc(Br)c2)cc1	2%	12%	0%	-5%	-7	22	-4%	-0.4	-17%
O=C(Oc1ccc2c(c1)OCC2=O)c1ccc(Cl)cc1	0%	-5%	-1%	138%[activator]	-6	0	-9%	-1.2	12%
CC1(C)Oc2ccc3ccc(=O)oc3c2/C(=C/Nc2cccc(O)c2)C1=O	0%	-4%	-14%	?	-19	-12	-5%	-0.2	2%
CCCn1c(=S)[nH]c2cc(Cl)ccc21	-5%	-11%	-10%	?	-2	2	-1%	-0.4	-25%[11.4 µM]
CC(=NCCCn1ccnc1)c1c(-c2ccccc2)[nH]n(-c2nc3ccccc3s2)c1=O	1%	-1%	-6%	-8%	-11	6	4%	0.6	-47%
Cc1ccc(NS(=O)(=O)c2ccc(CCC(=O)NC3CC3)cc2)cc1	2%	0%	-12%	-23%	1	-10	-1%	0.2	4%
COc1cc(C(=O)N2CCCC(C)(C(=O)NS(=O)(=O)C3CC3)C2)cc(OC)c1OC (stereo not drawn)	4%	.	.	2%	-7	.	1%	.	.
O=S(=O)(NC(=NC1CCCCC1)c1ccccc1)c1ccccc1	-2%	-3%	1%	10%	-4	-1	-2%	-0.4	-9%
O=C(c1ccco1)N1CCN(c2ncnc3c2cnn3-c2ccccc2)CC1	-5%	-21%	-3%	36%[activator]	-6	7	5%	-0.1	14%
O=C(COc1ccc(F)cc1)N1CCCc2ccccc21	2%	3%	9%	13%	-10	21	-1%	-0.1	14%
CNc1oc(/C=C/c2ccccc2)nc1C#N	-14%	0%	-20%	-2%	-2	2	-2%	-1.5	-49%
O=C(CSc1nc(-c2ccccc2)nc2c1CCCC2)N1CCOCC1	0%	-10%	-3%	0%	-7	.	-5%	.	-10%
COC(=O)c1ccc(COc2ccc(F)cc2)o1	1%	-2%	-1%	-12%	-6	.	-5%	.	-20%
O=C(Nc1cccc(C(=O)N2CCN(c3ccccc3F)CC2)c1)c1nsc2ccccc12	0%	-1%	-6%	-23%	-5	.	-8%	0.3	10%
O=C(COc1ccccc1[N+](=O)[O-])Nc1ccc2c(c1)OCO2	4%	-9%	0%	72%[activator]	-1	-8	1%	0.7	-18%
O=S(=O)(c1ccccc1)[C@@]1(c2ccc(Br)cc2)C[C@@H]2ON=C(c3ccccc3)[C@@H]2C1	-5%	7%	3%	1%	-6	7	-4%	-0.1	-7%
COc1ccc(C)cc1NC(=O)CSc1ccc(-c2ccco2)nn1	0%	-3%	-11%	0%	0	7	-3%	-0.6	?
COc1cccc(OC)c1-c1nn(-c2ncc(C(F)(F)F)cc2Cl)c(=O)o1	2%	1%	9%	-7%	3	38*	0%	2.9	-10%
CCCCOc1cccc(C(=O)Nc2ccc3oc(-c4cccnc4)nc3c2)c1	0%	0%	3%	?	11&-8	.	-1%	-0.2	2%
CC(=O)c1cccc(NC(=O)N2CCCC2C(=O)Nc2cccc(C)c2)c1 (stereo not drawn)	2%	-8%	-13%	?	-4	6	-6%	0.0	-15%
CN(C(=O)c1cccc(S(=O)(=O)N2CCCCC2)c1)C1CCS(=O)(=O)C1 (stereo not drawn)	-1%	-7%	6%	-3%	-8	5	-2%	0.5	-2%
COc1n[nH]c(C(=O)Nc2cc(F)ccc2C)c1[N+](=O)[O-]	3%	-11%	4%	-2%	-9	27	1%	0.8	-21%
Cc1cc2cc(CNC(=O)C3CC3)ccc2n1C	-1%	-1%	-1%	-12%	-6	-4	3%	0.5	-2%
CCOC(=O)c1c(NC(=O)c2cc(-c3ccc(O)cc3)on2)sc(C(C)=O)c1C	-3%	-8%	5%	-27%	-5	6	-2%	-1.1	-11%
COc1ccccc1CNC(=O)C(=O)NCC(c1cccnc1)N1CCN(c2ccc(F)cc2)CC1 (stereo not drawn)	3%	-6%	1%	-11%	-9	.	0%	2.9	9%
CCc1nonc1NC(=O)c1oc2ccc(Cl)cc2c1C	1%	-3%&5%	-11%	-1%&-14%	-3&-3	-9	-1%	0.7	-19%&13%
CCc1ccc(/C(C)=N/NC(=O)c2ccccn2)cc1	-2%	0%	-2%	-3%	-1	-7	2%	0.2	4%
COc1ccc(S(=O)(=O)N2CCCCC2)cc1NC(=O)CN1CCN(C(C)=O)CC1	-8%	-9%	18%	3%	-6	-9	-3%	3.9	18%
CCCCC(=O)NC1=C(C(=O)OC)SCC1	-3%	-4%	-2%	-6%	-6	-7	-4%	0.1	14%
COc1ccc2cc(-c3nc(Cl)c4c5c(sc4n3)CC(C)CC5)c(=O)oc2c1 (stereo not drawn)	-3%	-2%	?	-19%	-3	.	-1%	1.4	-23%
O=C(Nc1ccc(NS(=O)(=O)c2ccc([N+](=O)[O-])cc2)cc1)c1ccco1	-3%	?	-8%	-37%	-3	-8	-6%	0.0	-6%
O=C(CCC(=O)N1CCOCC1)Nc1ccc(Cl)c(Cl)c1	-1%	-20%	5%	-5%	0	-4	-4%	1.1	2%
CCN(CC)c1ccc(NC(=O)/C=C/c2cc(Br)ccc2OC)cc1	-7%	6%	?	3%	-3	4	9%	0.2	-26%
COc1ccc(-n2nc3c(c2NC(=O)c2cc4ccccc4o2)CS(=O)(=O)C3)cc1	6%	3%	2%	?	0	14	-2%	0.2	-24%
CC(C)OCCCNC(=O)c1cccs1	4%	-4%	3%	22%	-2	-12	-2%	5.7	-1%
COc1ccc(NC(=O)c2cc3cccc(OC)c3oc2=Nc2ccc(C(=O)O)cc2)cc1OC	1%	-3%	-2%	-3%	2	-11	3%	15	21%
COc1ccc2nc(N3CCCC(O)C3)c(C#N)cc2c1 (stereo not drawn)	-4%	4%	3%	50µM*	11	-7	1%	0.7	-16%
CCCCN(CCCNC(=O)c1cc(Nc2ccc(OC)cc2)nc2ccccc12)Cc1ccccc1	-2%	3%	0%	-23%	-7	.	-3%	0.0	-3%
O=S1(=O)CC2SC(=S)N(c3ccccc3)C2C1 (stereo not drawn)	2%	-14%	1%	30%[activator]	-1	-1	2%	1.6	27%
CC(C)N(C)C1CCN(C(=O)Nc2ccc(Cl)c(Cl)c2)CC1	0%	-14%	0%	-2%	-1	3	4%	0.4	-18%
Cc1cccc(NC(=O)CSc2nccn2C)c1	4%	8%	-6%	9%	-1	.	0%	.	-1%
COc1cccc(OCCNc2ccc([N+](=O)[O-])cn2)c1	-11%	8%	1%	?	-9	-31	0%	0.0	23%
S=C(Nc1ccccc1Cl)NC1CCCCCC1	1%	-6%	-4%	?	-10	9	5%	0.5	16%[56.9 µM]
CCN(C(=O)COC(=O)c1ccccc1SCC(=O)N1CCCC1)C1CCS(=O)(=O)C1 (stereo not drawn)	2%	-8%	-5%	7%	2	7	1%	0.1	?
COC(=O)CN1C(c2ccc(Cl)cc2)=Nc2ccc(Cl)cc2C1c1ccccc1 (stereo not drawn)	-11%	1%	-14%	6%	-1	49*	0%	2.0	-10%
COc1ccc(C(=O)OCC(=O)N2CCCCCC2)cc1S(=O)(=O)N1CCOCC1	2%	-17%	6%	24%	2	-3	-4%	1.2	-11%
CCOc1cccc(-c2c(C(=O)N/N=C/c3ccco3)nnn2-c2nonc2N)c1	2%	5%	1%	.	2	-9	3%	1.5	7%[11.4 µM]
CCc1ccc(NC(=O)N(CCCOC(C)C)C2CCN(C(C)=O)CC2)cc1	-1%	.	0%	9%	-9	.	-1%	.	8%
O=C1CC(C(=O)O)NC(=S)N1 (stereo not drawn)	1%	-4%	1%	-1%	-2	.	-3%	.	18%
CC1CCN(C(=O)CSc2nnc(CSc3ncccn3)n2C)CC1	1%	0%	0%	12%	-6	.	-2%	.	-11%
O=C(O)c1ccc(NCCc2ccc(Cl)cc2)c([N+](=O)[O-])c1	3%	-4%	4%	-21%	1	0	2%	-0.1	-3%
Cc1c2cnn(CC(=O)N3CCCCC3)c(=O)c2c(C)n1Cc1ccc(F)cc1	2%	-4%	-1%	3%	-3	.	0%	.	1%
COc1ccc(NC(=O)c2nc(SCc3ccc(F)cc3)ncc2Cl)cc1	0%	2%	-2%	-12%	-3	.	-2%	0.0	10%
COC1=CC(=Cc2c(N)n3nc(CC(=O)N4CCOCC4)sc3nc2=O)C=C(OC)C1=O	5%	21%	4%	-11%	19	.	-6%	.	-6%
CC(C)c1nc(NCCO)c2nnn(Cc3ccccc3)c2n1	-4%	-3%	-2%	-3%	-5	-18	-7%	-2.4	-11%
CCOc1ccc2oc(C(=O)N(CC)CC(=O)Nc3ccc(NC(C)=O)cc3)c(C)c2c1	-1%	.	1%	184%[activator]	-5	-21	-2%	-0.4	7%
COC(=O)c1cc(NC(=O)CSc2nnc(CN3CCOCC3)n2C)ccc1Cl	0%	-2%	-3%	5%	-11	8	1%	0.0	-23%
